# Assay outcomes (PubChem BioAssay)
# CIT2 TOR yeast: modulators of CIT2-GFP expression in yeast, primary screen, S. cerevisiae, GFP fusion, multiplex flow cytometry, MLPCN library; S. cerevisiae CIT2-GFP strain, 3 h; 100 means same as DMSO wells; GFP response vs DMSO, % at 10 µM; 320,000 compounds, 0.065% hits; AID 2029, 2009;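 active = GFP response relative to DMSO above a set limit, near the screen mean plus 3 SD, cut at about 150% in these data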;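 note: ratio of well median GFP fluorescence to mean of DMSO wells on the plate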
# MEX-5 binding: MEX-5 zinc finger RNA-binding disruptors – biochemical, C. elegans, fluorescence polarization, MLPCN library, primary screen; Zinc finger protein mex-5 (Caenorhabditis elegans), Q9XUB2; MEX-5/FITC-TCR2 RNA binding; hits give low values; activity score (negative = inhibition of binding), % at 10 µM; 300,000 compounds, 0.38% hits; AID 1832, 2009;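 active = inhibition past about -25% in most replicates, and total fluorescence under double the plate's negative control median, limit read from the data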;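 note: 0% = DMSO and -100% = 5 µM competing unlabeled TCR2 RNA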
# AGP1-GFP MLPCN: modulators of AGP1-GFP expression in yeast TOR pathway, primary screen, cell-based, multiplex flow cytometry, S. cerevisiae, MLPCN library; 3 h; GFP as percent of DMSO wells; GFP response vs DMSO, % at 10 µM; 320,000 compounds, 0.02% hits;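 active = GFP response relative to DMSO above a set limit, near screen average plus 3 SD, cut at about 150% in these data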;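 note: median GFP channel fluorescence of the gated AGP1 strain per well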
# GRK2 inh: compounds blocking aptamer binding on GRK2 – biochemical, human GRK2, bead flow cytometry, HTS, primary screen. Beta-adrenergic receptor kinase 1 (Homo sapiens), P25098. FAM-aptamer displacement from GRK2. inhibition of aptamer binding, % at 10 µM. 330,000 compounds, 0.59% hits. AID 488847, 2010;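 active = inhibition of aptamer binding above 40%, roughly 3 SD of noise, on plates passing a quality check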;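 note: median bead fluorescence of bound FAM aptamer so fluorescent compounds give negative values; no value below 0 was filed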
# Target sequence (P25098 whole entry, looked up): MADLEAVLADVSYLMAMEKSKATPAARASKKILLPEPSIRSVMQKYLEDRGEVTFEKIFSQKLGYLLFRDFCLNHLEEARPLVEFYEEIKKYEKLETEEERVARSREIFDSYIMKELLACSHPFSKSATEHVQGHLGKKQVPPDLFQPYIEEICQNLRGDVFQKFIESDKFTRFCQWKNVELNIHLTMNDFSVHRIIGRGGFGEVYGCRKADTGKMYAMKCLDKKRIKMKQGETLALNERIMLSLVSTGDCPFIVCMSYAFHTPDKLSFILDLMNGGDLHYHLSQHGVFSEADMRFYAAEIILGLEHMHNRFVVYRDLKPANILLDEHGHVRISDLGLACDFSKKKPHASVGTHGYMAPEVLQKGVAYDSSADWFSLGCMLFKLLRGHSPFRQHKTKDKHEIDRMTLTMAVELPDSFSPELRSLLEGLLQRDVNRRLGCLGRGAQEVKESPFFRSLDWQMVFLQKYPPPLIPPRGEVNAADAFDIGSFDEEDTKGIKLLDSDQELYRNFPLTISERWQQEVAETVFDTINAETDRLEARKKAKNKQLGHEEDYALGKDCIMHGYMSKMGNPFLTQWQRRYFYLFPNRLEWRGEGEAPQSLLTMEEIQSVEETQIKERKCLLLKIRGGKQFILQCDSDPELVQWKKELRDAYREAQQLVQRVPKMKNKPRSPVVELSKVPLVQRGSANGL
# VLA-4 inh: inhibition in human VLA-4 binding assay, primary screen, VLA-4 allosteric modulator project, MLPCN library, flow cytometry, VLA-4 expressing cells; Integrin alpha-4 (Homo sapiens), P13612; ligand binding flow cytometry; inhibition, % (about 7 µM as worked out from the volumes in the protocol); 330,000 compounds, 0.2% hits; in the data active = inhibition above about 50%
# MCL1-BIM inh: inhibitors of MCL1 binding to BIM-BH3, primary screen, biochemical, fluorescence polarization. Induced myeloid leukemia cell differentiation protein Mcl-1 (Homo sapiens), Q07820. GST-MCL1 / FITC-Bim-BH3 fluorescence polarization. inhibition, % at 10.9 µM. 320,000 compounds, 0.68% hits. AID 2057, 2009;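 active = inhibition above the mean inhibition of all tested compounds plus 3 SD, set per campaign, cut at about 40% in these data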;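 note: 0% = DMSO wells and 100% = unlabeled Bim-BH3 peptide control; higher means more loss of mP so more displacement of Bim peptide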
# Target sequence (Q07820 whole entry, looked up): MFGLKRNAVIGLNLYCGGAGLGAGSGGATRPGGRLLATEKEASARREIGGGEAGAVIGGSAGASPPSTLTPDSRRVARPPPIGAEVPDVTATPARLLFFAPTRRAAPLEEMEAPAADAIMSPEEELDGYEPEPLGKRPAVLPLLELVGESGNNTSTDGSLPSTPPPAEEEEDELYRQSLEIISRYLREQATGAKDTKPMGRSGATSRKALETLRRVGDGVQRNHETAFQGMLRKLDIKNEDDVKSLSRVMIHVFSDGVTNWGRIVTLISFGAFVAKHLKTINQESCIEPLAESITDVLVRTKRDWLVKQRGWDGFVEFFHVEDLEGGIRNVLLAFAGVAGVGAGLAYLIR
# GLD-1 RNA inh: GLD-1/TGE RNA complex disruptors, primary screen, biochemical, fluorescence polarization | Female germline-specific tumor suppressor gld-1 (Caenorhabditis elegans), Q17339 | purified GLD-1 + fluorescein TGE RNA | inhibition, % at 5.96 µM | 320,000 compounds, 0.44% hits | AID 2280, 2010;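 active = percent inhibition above a per-plate cutoff, the plate mean of test compounds plus 3 SD, cut at about 30% in these data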;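 note: 0% = DMSO wells with GLD-1 and probe and 100% = wells lacking GLD-1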
# Bcl-xL primary: inhibitors of human Bcl-xL, primary screen, biochemical, fluorescence polarization, HTS. GST-Bcl-xL / FITC-Bim BH3 peptide fluorescence polarization. 320,000 compounds, 0.7% hits. AID 2129, 2009. Bcl-2-like protein 1 (Homo sapiens), Q07817. inhibition, % at 10.9 µM;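 active = inhibition above the mean of all tested compounds plus 3 SD, cutoff set per campaign, cut at about 30% in these data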;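 note: 0% = DMSO wells and 100% = unlabeled Bim-BH3 peptide competitor; inhibitors lower millipolarization by displacing the labeled peptide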
# Fam108B inh: mouse Fam108B serine hydrolase inhibitors, primary screen, counter-screen for RBBP9 inhibitor project, biochemical, fluorescence polarization | 300,000 compounds, 0.33% hits | AID 1947, 2009 | inhibition, % at 9.51 µM | recombinant Fam108B, FP-Rh probe fluorescence polarization;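 active = inhibition above the screen mean inhibition plus 3 SD, computed separately per campaign, cut at about 18% in these data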;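 note: inhibitors lower polarization as less probe binds the enzyme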
# An asterisk follows results filed as active; i = inactive; x = not tested or not shown.
SMILES,CIT2 TOR yeast,MEX-5 binding,AGP1-GFP MLPCN,GRK2 inh,VLA-4 inh,MCL1-BIM inh,GLD-1 RNA inh,Bcl-xL primary,Fam108B inh
C/C(CCc1ccc2c(c1)OCO2)=N\NC(=O)c1ccccc1Cl,92,-1.0,91,0,14,-4,2,4,0
Fc1ccccc1OCCCCCCN1CCCC1,84,-0.6,99,0,6,5,4,5,-3
COc1cccc(C2Nc3cccc4cccc(c34)N2)c1,89,-0.1,105,2,1,22,8,21,23*
Cc1ccc(NC(=O)CN(C)CC(=O)N(C)Cc2ccccc2)cc1,94,x,93,0,4,-1,-4,4,x
O=C(Nc1cccc(-c2csc(Nc3ccc(Cl)cc3)n2)c1)c1cccc(C(F)(F)F)c1,108,1.6,104,1,17,0,9,3,27*
Cc1sc2nc(C3CC3)nc(SCC(=O)NCc3ccco3)c2c1C,88,0.3,101,7,-13,2,3,3,-3
Cc1[nH]n(C(N)=S)c(=O)c1C(c1ccccc1)C(C#N)C#N (stereo unspecified),97,-2.4,99,0,15,13,1,7,2
CCS(=O)(=O)NC(C)C(c1cccs1)N1CCN(C)CC1 (stereo unspecified),107,0.0,96,1,9,-8,-3,-4,-4
Cc1cc(C)cc(NC(=O)Nc2cnccn2)c1,95,-1.1,98,1,-2,1,-3,9,4
CCc1ccc(N2CC(C(=O)N/N=C/c3cccc([N+](=O)[O-])c3)CC2=O)cc1 (stereo unspecified),90,0.2,96,0,-2,21,10,17,-5
COC(=O)c1sc2ncccc2c1OCc1ccc(Cl)cc1,98,1.5,94,2,2,5,2,4,-4
S=c1[nH]nc(-c2ccccn2)n1/N=C/c1cccc2ccccc12,93,2.4,103,0,9,-8,-1,-24,0
COc1ccc(NC(=O)c2cc([N+](=O)[O-])ccc2NC(=O)CNC2CCCCC2C)c(OC)c1 (stereo unspecified),98,2.5,97,1,-1,6,-2,5,3
COC(=O)c1ccc(-c2nc3ccc(C)cc3o2)cc1,92,0.4,96,0,6,10,2,7,-4
COc1ccccc1C(=O)NCCC(=O)N(C)CC(=O)Nc1ccc(Cl)cc1,92,0.5,106,0,2,-1,3,5,2
O=C(CCSc1ccc(Cl)cc1)c1ccco1,102,-1.4,98,0,10,15,-1,4,-4
CCOC(=O)C1CCCN(C(=O)c2cnn3c(C(F)(F)F)cc(-c4ccccc4)nc23)C1 (stereo unspecified),103,1.4,99,1,-19,-2,3,5,4
C=CCn1c(SCc2ccc(C#N)cc2)nnc1-c1ccc(C)cc1,85,1.3,93,0,-2,-5,1,-8,-3
O=S(=O)(c1cnc[nH]1)N1CCCCCC1,x,-1.2,107,0,-5,0,2,2,1
C=CCNC(=S)NNC(=O)CCC(O)CCCCC (stereo unspecified),83,-1.3,92,0,6,4,-4,1,-4
Cc1nnsc1-c1onc(C)c1C(=O)Nc1cc(Cl)cc(Cl)c1,93,-2.8,101,3,13,2,9,9,-7
Cc1[nH]c(=S)c(C#N)c(C)c1C(=O)Nc1ccccc1,94,-3.6,97,2,0,-11,-1,-1,-1
O=S(=O)(NCC1CCCO1)c1ccc(Cl)c(C(F)(F)F)c1 (stereo unspecified),99,-1.6,98,0,2,5,6,0,0
CC(C)NC(=O)CCCC(=O)NC(C)C,108,-0.4,106,4,42,8,2,9,4
COc1ccccc1/C=C/C(=O)OCC(=O)c1c(N)n(C)c(=O)n(C)c1=O,92,-0.1,94,0,4,-9,3,0,-2
C=CCn1c(N)c(C(=O)NC2CCCCC2)sc1=S,102,-0.2,98,1,12,8,6,5,-1
COc1ccc(-n2c(=S)[nH]c3cc(C(=O)NC4CCCCC4)ccc3c2=O)c(OC)c1,96,0.4,106,0,12,5,-4,7,-1
Cc1ccc(C(=O)OCC(=O)NC2CCS(=O)(=O)C2)c(C)c1 (stereo unspecified),86,x,94,0,15,x,-1,x,x
C/C(=N\Nc1nc2ccccc2[nH]1)c1ccccn1,93,-12,94,2,12,7,-5,6,-3
Cn1c(C(=O)N2CCN(c3ccccc3)CC2)cc2cc(Cl)ccc21,98,0.0,101,0,7,7,4,2,1
CN(C)CCCN(C(=O)CCSc1ccccc1)c1nc2cc3c(cc2s1)OCO3,96,-4.1,95,68*,4,10,0,8,2
C=CCNC(=O)CCCOc1ccc(C)cc1,99,-2.0,93,4,5,2,5,1,2
COc1ccc(CNC(=O)c2cc(=O)c3cc(C)ccc3o2)cc1,99,0.1,102,0,7,0,6,3,3
CSc1ncccc1C(=O)NCCc1ccccc1,97,0.6,103,0,15,4,-3,3,-1
Cc1c(Cl)cccc1-n1c(SCC(=O)N(C)Cc2ccccc2)nnc1-c1ccncc1,100,0.5,105,0,2,1,-3,0,0
COCCN(CCOC)c1nc(-c2ccccc2)nc2ccccc12,100,2.1,94,2,-11,x,x,x,x
O=C(O)CSc1c[nH]c2ccccc12,100,1.1,101,1,27,5,5,9,1
Cc1ccc(CNC(=O)CNC(=O)c2ccc(Br)o2)cc1,98,0.8,108,0,-26,9,-4,5,3
CN(C)c1ccc(Nc2nc(N)c3ccccc3n2)cc1,109,-6.0,107,0,3,9,-1,6,2
CC1=CC=CN2C1=NC(=O)CC2(C)C(=O)N(CC(=O)NC1CCCC1)c1ccccc1C (stereo unspecified),97,-4.7,100,5,-3,0,6,1,1
COc1ccc(S(=O)(=O)N2CCOCC2)cc1NC(=O)CCc1c[nH]c2ccccc12,92,0.8,98,0,3,3,-3,1,-3
Cc1cc2c(cc1S(=O)(=O)NCCc1ccccc1)NC(=O)CO2,86,-1.5,100,1,-2,1,3,2,-2
COC(=O)CSC1=NS(=O)(=O)c2ccccc21,92,-2.3,91,3,22,5,5,4,-3
CC1(C)Cc2sc3c(=O)[nH]c(=S)[nH]c3c2CO1,95,-1.3,104,0,-17,8,-3,10,1
CC(C)Sc1nnc2n(CCc3ccccc3)c(=O)c3c4c(sc3n12)COC(C)(C)C4,102,0.1,97,1,0,-7,-6,-6,-3
Cc1nnc2sc(-c3ccncc3)nn12,104,0.6,101,3,-9,1,-9,-4,2
Cc1csc(SCC(=O)Nc2nnc(C)s2)n1,97,-1.4,97,0,2,4,1,2,3
O=C(CN1CCN(c2cccc(Cl)c2)CC1)NCc1ccccc1,103,-0.2,101,0,-1,10,0,8,1
Cc1ccc(-c2cc(C(=O)NCCN3CCOCC3)c3ccccc3n2)o1,111,0.5,106,2,-10,13,3,12,2
CC(C)(C)N(NC(=O)Nc1ccccc1)C(=O)c1ccccc1,97,-0.9,97,0,-1,0,-6,5,2
Cc1ccc2c(c1)N(CCCC(=O)NCCC1=CCCCC1)C(=O)CO2,109,0.7,102,0,8,5,3,8,0
Cc1ccc(CNC(=O)CSc2nc3ccsc3c(=O)n2Cc2ccccn2)cc1,97,-0.3,104,4,3,12,0,2,0
Cc1c2c(n3c(nc4ccccc43)c1C#N)N(CCN(C)C)CC2,75,-1.4,87,1,2,3,1,7,-3
COCc1ccc(C(=O)Nc2ccc(C(=O)O)cc2)o1,107,-1.1,104,6,-11,7,2,0,2
Nc1ccc2nc(C3CCCCC3)[nH]c2c1,99,1.1,100,0,8,-8,0,3,4
COC(=O)C1(CC2CC(c3ccncc3)=NO2)CCN(C(=O)OC(C)(C)C)CC1 (stereo unspecified),x,1.3,x,x,x,3,-1,3,3
Cc1cc2[nH]c(=O)c(=O)[nH]c2cc1S(=O)(=O)N1CCN(c2cccc(Cl)c2)CC1,105,-1.5,108,0,0,-5,2,-1,-11
CCOc1ccc(NC(=S)N(CCc2c(C)[nH]c3ccc(C)cc23)Cc2ccncc2)cc1,100,-0.1,100,3,-28,7,0,5,2
CC(c1ccon1)N(C)Cc1cn(C)nc1-c1ccc2c(c1)OCCO2 (stereo unspecified),93,-3.6,98,2,2,-5,-5,1,0
COC(=O)[C@H](C)NC(=O)Nc1cccc(Br)c1,107,-0.7,112,1,1,-8,9,3,-1

# Ordered by value in GLD-1 RNA inh (rising): 3 of the compounds above.
Molecule	CIT2 TOR yeast	MEX-5 binding	AGP1-GFP MLPCN	GRK2 inh	VLA-4 inh	MCL1-BIM inh	GLD-1 RNA inh	Bcl-xL primary
CC1(C)Cc2sc3c(=O)[nH]c(=S)[nH]c3c2CO1	95	-1.3	104	0	-17	8	-3	10
Cc1c2c(n3c(nc4ccccc43)c1C#N)N(CCN(C)C)CC2	75	-1.4	87	1	2	3	1	7
COC(=O)[C@H](C)NC(=O)Nc1cccc(Br)c1	107	-0.7	112	1	1	-8	9	3

# The listing continues.
SMILES,CIT2 TOR yeast,MEX-5 binding,AGP1-GFP MLPCN,GRK2 inh,VLA-4 inh,MCL1-BIM inh,GLD-1 RNA inh,Bcl-xL primary,Fam108B inh
COCC(=O)Nc1ccc(-c2cn3cccnc3n2)cc1,101,1.2,99,3,-8,8,1,3,10
O=C(COC(=O)Cc1c(F)cccc1Cl)Nc1ccc2[nH]c(=O)[nH]c2c1,107,x,101,0,7,x,-4,x,x
CCCn1c(SCC(=O)NCc2cccs2)nc2c1c(=O)n(C)c(=O)n2C,102,-1.7,100,0,13,0,0,2,-2
CC1=CC(=NOC(=O)c2cccc([N+](=O)[O-])c2)C=C(C)C1=O,110,-0.8,98,1,-6,9,-3,11,-1
CCC(=O)N1CCc2cc(S(=O)(=O)NCCN3CCC(C)CC3)ccc21,103,-0.5,x,0,2,0,1,9,-1
CS(=O)(=O)N1N=C(c2ccc(Cl)cc2)CC1c1cccs1 (stereo unspecified),101,2.1,104,0,i,3,-8,5,1
CCOC(=O)c1sc(S(C)(=O)=O)c2c1CCc1conc1-2,94,-1.5,100,1,31,5,3,6,1
COc1ccc(C2NC(=O)NC(O)(C(F)(F)F)C2C(=O)c2ccccc2)cc1OC (stereo unspecified),106,0.5,96,1,-1,-2,0,0,6
CC(C)[C@H](NC(N)=O)C(=O)Nc1ccc2c(c1)CCC2,98,-0.3,97,2,-8,4,-3,2,4
CC(=O)N1c2ccc(S(=O)(=O)NCCC(=O)Nc3ccccc3C)cc2CC1C (stereo unspecified),100,2.0,99,2,10,-4,-4,-1,-4
CCCCn1nnc(NC(=O)c2cc3ccccc3o2)n1,100,2.4,101,3,22,4,6,3,-3
CCc1c(C2(O)CCCCC2)[nH]c2c(C(=O)OC)cc(Cl)cc12,98,-0.5,106,0,2,4,4,5,-6
CC(=O)NC(CCS(C)(=O)=O)C(=O)Nc1nccs1 (stereo unspecified),93,-3.4,90,2,30,0,8,-1,-3
Cc1ccnn1CC(=O)N/N=C/c1cccs1,89,2.6,85,1,11,3,-2,0,2
COc1ccccc1-c1sc2cc3c(cc2c1-c1ccc2c(c1)OCO2)OCO3,101,x,98,2,5,0,-5,1,x
O=C(CNC(=O)c1ccc(Cl)cc1Cl)NCc1ccccn1,99,x,94,0,-14,-1,3,4,x
COC(=O)c1sccc1NC(=O)CN(C)NS(=O)(=O)c1ccc([N+](=O)[O-])cc1,106,2.0,112,0,11,13,2,4,5
